Rv3671c protease: inhibitors of M. tuberculosis serine protease Rv3671c; inhibition, % at 5.96 µM; 320,000 compounds, 0.048% hits; AID 2606; P9WHR9; in the data active = inhibition above about 38%;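 also: extracellular domain of Rv3671c used as enzyme; 0% = enzyme with DMSO and 100% = no enzyme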
Target sequence (P9WHR9 whole entry, looked up, the tested form may be a part): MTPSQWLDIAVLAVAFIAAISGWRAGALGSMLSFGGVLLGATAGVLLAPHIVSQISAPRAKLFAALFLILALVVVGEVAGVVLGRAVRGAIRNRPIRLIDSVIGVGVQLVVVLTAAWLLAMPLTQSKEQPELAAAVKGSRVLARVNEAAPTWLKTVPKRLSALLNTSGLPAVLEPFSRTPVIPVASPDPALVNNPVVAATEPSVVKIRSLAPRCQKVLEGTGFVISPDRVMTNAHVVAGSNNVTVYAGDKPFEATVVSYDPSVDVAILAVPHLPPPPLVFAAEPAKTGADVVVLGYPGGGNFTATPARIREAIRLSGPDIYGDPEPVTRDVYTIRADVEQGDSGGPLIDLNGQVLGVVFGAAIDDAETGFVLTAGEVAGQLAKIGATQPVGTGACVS
PrPC TRFRET: reduces human prion protein on the cell surface; inhibition, % at 13.8 µM; AID 720596; cell surface PrPC, TR-FRET read-out; P04156; 370,000 compounds, 0.43% hits; in the data active = inhibition above about 24%; also: 0% = median of the test wells and 100% = reference compound wells
CCHF vOTU inh: CCHFV vOTU protease inhibition; 370,000 compounds, 0.55% hits; AID 651958; Pep-AMC fluorescence; inhibition, % at 11.5 µM; in the data active = inhibition above about 30%; also: 0% = vehicle wells with enzyme and 100% = no enzyme wells
MazEF act: increases E. coli MazEF RNase cleavage of RNA. FAM/BHQ RNA-DNA oligo cleavage fluorescence, 5 h. P0AE70. activation, % at 20 µM. 350,000 compounds, 0.32% hits; in the data active = activation above about 50%
Target sequence (P0AE70 whole entry, looked up): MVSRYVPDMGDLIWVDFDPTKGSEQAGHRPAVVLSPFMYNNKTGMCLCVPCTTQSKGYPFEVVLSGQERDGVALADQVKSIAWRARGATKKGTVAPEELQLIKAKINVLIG
SARS 3CLpro inh: SARS-CoV 3CLpro protease inhibition; P0C6X7; recombinant SARS-CoV 3CLpro, quenched FRET peptide cleavage; inhibition, % at 6 µM; 290,000 compounds, 0.14% hits; AID 1706; in the data active = inhibition above about 12%
PriA SSB inh: blocks PriA binding to SSB C-terminal tail | AlphaScreen SSBct-PriA binding, biotinylated peptide | AID 1272365 | 430,000 compounds, 0.6% hits | inhibition, % at 33 µM; in the data active = inhibition mostly above about 37%, no sharp cut-off; inactive = mostly below about 20%;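 also: plate controls were negative control peptide for no effect and reference peptide for full effect; strong numbers were not always called active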
VHR inh abs: inhibitors of human VHR1 phosphatase (DUSP3); P51452; recombinant VHR phosphatase, pNPP absorbance; inhibition, % at 13.3 µM; 290,000 compounds, 0.52% hits; in the data active = inhibition above about 50%; also: some compounds called inactive have numbers as strong as hits
Target sequence (P51452 whole entry, looked up): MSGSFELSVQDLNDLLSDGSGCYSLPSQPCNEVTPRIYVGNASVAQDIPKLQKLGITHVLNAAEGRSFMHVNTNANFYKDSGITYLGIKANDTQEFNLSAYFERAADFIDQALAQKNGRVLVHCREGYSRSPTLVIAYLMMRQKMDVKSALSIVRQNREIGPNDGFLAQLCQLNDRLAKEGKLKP
Y pestis TopoI: inhibitors of Yersinia pestis topoisomerase I | 360,000 compounds, 0.064% hits | activity, % at 10 µM | AID 504884 | Y. pestis Topo-I cleavage product accumulation, plate reader; in the data active = activity above about 50%, passing the limit was not always enough; also: inactives centre near 2
TcdB GH inh: inhibitors of Clostridioides difficile toxin B glycohydrolase. 350,000 compounds, 0.24% hits. inhibition, % at 9.99 µM. TcdB glycohydrolase enzymatic assay, plate reader; in the data active = inhibition above about 10%
Vc quorum ag: induces V. cholerae light production without autoinducers; V. cholerae BH1578 lux reporter, luminescence, 6 h; activation, % at 18.7 µM; 350,000 compounds, 0.16% hits; in the data active = activation mostly above about 9.7%, no sharp cut-off; also: not every result past the cut was called active; inactives centre near 0; reference of the scale not given here
The depositor's hits bear a star; i = inactive; nt = no result given; & = joins results of further samples. These rows are one share of the data. The share of hits here may be higher or lower than overall.

SMILES	Rv3671c protease	PrPC TRFRET	CCHF vOTU inh	MazEF act	SARS 3CLpro inh	PriA SSB inh	VHR inh abs	Y pestis TopoI	TcdB GH inh	Vc quorum ag
O=C(COC(=O)CCc1nc2ccccc2c(=O)[nH]1)Nc1c(Cl)cccc1C(F)(F)F	-10	-2	12	2	nt	0	nt	-6	-1.2	-0.7
CC1(C)Cc2c(c(N3CCCC3)nc3sc(C(=O)Nc4ccccc4)c(N)c23)CO1	10	9	6	1	0	0	12	8	2.3	-0.9
CC1Cc2cc(S(=O)(=O)N3CCCCC3)ccc2N1C(=O)C1CCC1 (stereo not given)	-1	12	-7	9	4	-8	23	1	-2.7	-6.6
Cc1c(C#N)c(NC(=O)CCl)n(Cc2cccs2)c1C	4	-1	2	13	3	-8	20	-3	-1.3	i
Cc1ccc2c(c1)C1CN(C)CCC1N2S(=O)(=O)c1cccc(F)c1 (stereo not given)	-9	4	2	1	nt	39*	nt	7	-1.3	0.6
CCC(CC)C(=O)Nc1cc(OC)c(OC)cc1C(=O)O	5	0	5	8	-2	-13	11	-5	3.3	i
Cc1nnc(NC(=O)CSc2nnc(CNC(=O)C34CC5CC(CC(C5)C3)C4)n2C2CCCCC2)s1	-3	2	7	10	-6	1&-5	-2	3	-3.1	-0.3
Cc1ccc(NCc2nnc(SCC(=O)NNC(=O)Cc3ccccc3)n2C)cc1	-2	9	-1	-1	2	-5	11	-2	-0.1	-0.3
COc1ccccc1CNC(=O)CNCCc1ccc(OC)c(OC)c1	-6	5	3	8	2	-3	24	0	1.2	-1.0
CC1=NN(C(=O)c2ccc(Cn3nc(C)c(Br)c3C)cc2)C(O)(C(F)(F)F)C1 (stereo not given)	16	10	-4	5	-7	-7	-2	27	0.4	-0.3
COc1ccc(NC(=O)CCCn2cnc3ccccc3c2=O)c(OC)c1	-2	3	-2	4	-3	0	22	7	2.1	-1.6
OC(CNCCc1c[nH]c2ccccc12)c1ccccc1 (stereo not given)	2	6	6	6	-2	-1	36	-5	1.2	-2.6
Cc1ccnc(NS(=O)(=O)c2ccc(NC(=O)C3CC=CCC3C(=O)O)cc2)n1 (stereo not given)	-3	-4	-9	9	3	-10	-8	1	0.0	-0.5
CCC(Oc1ccccc1)C(=O)Nc1ccccc1OC (stereo not given)	6	9	-6	1	-2	-35	-9	4	0.6	-0.5
COc1ccc2oc(=O)c(C(=O)NC(C)c3ccccc3)cc2c1 (stereo not given)	-5	-9	-53	10	-6	-6	-19	4	1.4	0.9
Cc1nnc(NC(=O)c2nc(S(=O)(=O)Cc3ccccc3)ncc2Cl)s1	-4	2	6	6	-2	-3	-26	6	1.3	-11
COc1ccc(-n2nnnc2CNC(=O)C(=O)c2c(C)[nH]c3ccccc23)cc1	-2	1	5	1	nt	-16	nt	1	1.7	-0.7
Cc1ccc(-c2csc(N/N=C/C=C/c3ccccc3)n2)cc1	2	-5	7	5	5	nt	21	10	nt	i
CCCn1nnc(NCc2ccc(OCc3cccs3)c(OC)c2)n1	10	1	5	7	-1	-13	27	20	nt	i
O=C(Nc1nc2ccc(F)cc2s1)c1cccs1	1	14	-2	-12	3	-1	7	-2	2.3	-0.4
CCCNC(=O)c1oc2ccc3c(c2c1C)C(O)CC(C)(C)O3 (stereo not given)	nt	1	-20	-8	1	-9	-11	-1	-13	-0.9
O=c1c2c(c(-c3ccccc3)nn1Cc1ccccc1)CCCC2	9	-1	-16	1	2	-8	-20	45	-0.1	-5.6
O=C(CN1CCN(c2ccccc2)CC1)NC(=O)NCc1ccco1	-3	6	-15	-11	-2	-6	-8	6	0.4	-0.6
CN(CC1COc2ccccc2O1)C(=O)Cn1cc(C(F)(F)F)ccc1=O (stereo not given)	4	4	15	2	nt	0	nt	-3	-0.8	-0.2

Reformatted comma-delimited: entries from further up
smiles,Rv3671c protease,PrPC TRFRET,CCHF vOTU inh,MazEF act,SARS 3CLpro inh,PriA SSB inh,VHR inh abs,Y pestis TopoI,TcdB GH inh,Vc quorum ag
Cc1nnc(NC(=O)CSc2nnc(CNC(=O)C34CC5CC(CC(C5)C3)C4)n2C2CCCCC2)s1,-3,2,7,10,-6,1&-5,-2,3,-3.1,-0.3
CCC(CC)C(=O)Nc1cc(OC)c(OC)cc1C(=O)O,5,0,5,8,-2,-13,11,-5,3.3,i
Cc1ccc(NCc2nnc(SCC(=O)NNC(=O)Cc3ccccc3)n2C)cc1,-2,9,-1,-1,2,-5,11,-2,-0.1,-0.3
Cc1c(C#N)c(NC(=O)CCl)n(Cc2cccs2)c1C,4,-1,2,13,3,-8,20,-3,-1.3,i
CCCn1nnc(NCc2ccc(OCc3cccs3)c(OC)c2)n1,10,1,5,7,-1,-13,27,20,nt,i

(list continues)
SMILES	Rv3671c protease	PrPC TRFRET	CCHF vOTU inh	MazEF act	SARS 3CLpro inh	PriA SSB inh	VHR inh abs	Y pestis TopoI	TcdB GH inh	Vc quorum ag
CCOC(=O)NC(=O)CSc1ccc(S(=O)(=O)N(C)C2CCCCC2)cn1	-4	-3	-2	-4	nt	-6	nt	-11	-1.5	i
Cc1c(Br)c([N+](=O)[O-])nn1CC(=O)Nc1c(C)n(C)n(-c2ccccc2)c1=O	2	-2	-1	-2	0	-12	17	1	2.1	-0.2
O=Cc1cn(Cc2ccc([N+](=O)[O-])cc2)c2ccccc12	5	1	6	7	0	5	8	1	nt	i
Cc1nc2ccccc2nc1N1CCOCC1	-1	-9	-7	-2	1	-25	10	3	0.7	nt
Cc1ccccc1Nc1nc2nonc2nc1N1CCOCC1	1	-9	3	1	4	-13	-4	-1	-0.4	0.0
COc1ccc(-c2[nH]n(-c3ccc([N+](=O)[O-])cc3)c(=O)c2C=NCc2ccccc2)cc1	-2	-2	5	36	-4	-7	-5	0	-0.2	-0.2
NC(=O)C1CCN(c2cc(Cl)nc(N)n2)CC1	7	-10	-3	5	7	-11	9	-8	0.3	-1.0
COc1c(Cl)c(=O)oc2ccc(Cl)cc12	nt	1	-4	2	nt	nt	nt	-3	0.9	i
Cc1ccccc1CN1CCC(Oc2ccc(C(=O)NCc3ccccn3)cc2)CC1	2	2	7	5	4	-3	9	5	-0.3	-0.2
COc1ccc(C2=NN(C(=O)COC(=O)c3ccc(NC(=O)CC#N)cc3)C(c3ccco3)C2)cc1 (stereo not given)	-101	1	6	-102	nt	9	nt	8	0.3	-2.1
O=C(NCc1cccnc1)c1nn2cccnc2c1Cl	0	-1	-9	1	-5	-5	5	-1	1.8	i
COc1ccc(-n2c(/C=C(\C)O)nc(=O)c3c(C)cc(C)nc32)cc1	-7	2	0	-2	-1	nt	10	2	nt	-4.2
O=C(NCCc1ccc2c(c1)OCCO2)c1cc2ccccc2o1	-5	10	15	1	-4	4	-1	8	nt	-0.2
CCNC(=S)NNC(=O)c1ccc2ncccc2c1	11	-3	-21	7	1	-2	40	11	1.3	-0.1
O=C1CCCN2N=C(SCC(=O)Nc3ccc([N+](=O)[O-])cc3)SC2=N1	3	-2	9	25	-2	-5	22	-2	1.5	i
c1ccc2ncccc2c1	0	nt	nt	6	nt	-1	nt	9	nt	-0.6
OCCCN=C1CCCc2c1[nH]c1ccc(Cl)cc21	-12	-2	-9	5	1	6	8	0	1.5	-0.6
CC(C)Sc1nnc(Cn2c(=O)sc3ccccc32)n1-c1ccccc1	-2	11	-7	-3	1	3	9	-4	0.4	-0.2
O=C(NC1CC1)c1ccc(COc2ccc(F)cc2)o1	-2	-3	0	-3	0	-21	17	4	nt	nt
OCc1ccccc1-c1cnc2cccnn12	nt	-1	-148	nt	nt	nt	nt	-2	-4.5	-0.5
Cc1nn(Cc2c(F)c(F)c(F)c(F)c2F)c(C)c1NC(=O)c1ccc(COc2ccc(Cl)cc2Cl)o1	-61	8	20	-3	7	-8	0	36	nt	-0.3
CC(OC(=O)c1ccccc1C(=O)N(C)Cc1ccccc1)C(=O)NC1(C#N)CCCCC1 (stereo not given)	nt	0	0	0	nt	-11	nt	9	1.6	-2.3
COc1ccccc1NC(=O)Cc1noc(CSc2nnc(C)s2)n1	4	-4	-4	0	-5	-1	11	0	nt	i
Nc1ccc(C(=O)N2CCCC2)cc1CS(=O)(=O)c1ccc(Cl)cc1	7	12	-5	-2	5	-7	1	-7	-0.1	-0.4
C/C(=N\NC(N)=O)C1CC(Cc2ccccc2)C(=O)O1 (stereo not given)	nt	-2	-7	7	1	nt	-1	7	-0.3	i
Nc1ncnc(Nc2cccc(C(F)(F)F)c2)n1	-6	6	-11	2	2	-27	11	3	nt	-0.2
O=C(CN(C(=O)CCC(=O)Nc1nccs1)c1ccc(F)c(Cl)c1)NCc1ccco1	-9	10	9	8	-11	-10	0	-7	nt	i
COC(=O)[C@H](C(C)C)N(Cc1ccccc1)S(=O)(=O)CCNC1CCCC1	nt	7	3	1	nt	6	nt	-10	1.1	i
Cc1c(Br)ccc(NC(=O)CCN2C(=O)C3C4CCC(C4)C3C2=O)c1C (stereo not given)	3	0	10	-1	1	-5	-8	3	nt	i
CC(=O)Nc1ccc(S(=O)(=O)NC2=NCN(CCOC(=O)c3ccccc3)CN2)cc1	9	6	-7	2	-1	-16	3	-1	nt	i
Cn1c(N)c(C(=O)COC(=O)c2ccccc2C(=O)c2ccc(Cl)cc2)c(=O)n(C)c1=O	-4	-16	5	10	nt	-3	nt	17	2.4	i
COc1cc2nc(CN3CCN(S(=O)(=O)c4ccc(Br)cc4)CC3)[nH]c(=O)c2cc1OC	1	5	-10	12	nt	10	nt	15	-0.1	-0.4
COCCNc1oc(/C=C/c2ccccc2)nc1C#N	-3	-12	-368	12	4	-14	4	5	12*	-0.3
CCN(CC)CCc1nc(-c2ccccc2)no1	-4	4	11	5	nt	-3	nt	-1	-7.5	-0.3
Cc1ccc(C(=O)CN2CCC(NC(=O)C3CCCCC3)CC2)cc1	2	-3	-15	5	-4	-1	22	0	nt	-0.2
C[C@H]1CN([C@@H](C)CO)C(=O)Cc2cc(NC(=O)CCN3CCOCC3)ccc2O[C@@H]1CN(C)Cc1ccc(Oc2ccccc2)cc1	-7	-4	3	0	nt	15	nt	20	0.4&0.4	i
CCN(C(=O)CCC(=O)N(CC)c1ccccc1)c1ccccc1	-3	-1	-10	-1	3	-15	9	-2	1.2	i
COc1ccc(C2CC(C(F)(F)F)n3nc(CO)c(Cl)c3N2)cc1OC (stereo not given)	-2	-3	-3	-14	-4	0	21	6	nt	-2.1
CC(C)(C)OC(=O)NCCC(=O)N/N=C/c1ccc2ncccc2c1	-5	-16	1	7	-1	i	0	1	1.8	i
O=C(Cc1ccc(Cl)cc1)Nc1cc(S(=O)(=O)N2CCOCC2)ccc1N1CCCC1	1	2	2	0	3	-11	7	32	-0.5	i
COc1cc(C(=O)NCc2nnc(SCC(=O)N3CCCc4ccccc43)o2)cc(OC)c1OC	-5	5	-3	6	-4	6	-25	0	-3.9	-0.6
COCCNC(=O)C(c1cccs1)N(Cc1ccccc1)C(=O)Cn1nnc2ccccc21 (stereo not given)	0	-1	3	-2	9	-25	21	-3	nt	0.7
N#CC1=C(N)Oc2nc(-c3ccccc3)[nH]c2C1c1cccnc1 (stereo not given)	-7	9	-3	1	1	-7	23	-1	nt	-5.3
Cc1cc(-c2ccccc2)nc2c(Br)c(C(=O)O)nn12	-4	nt	nt	-6	nt	-9	nt	0	nt	i
O=C(O)CC1(CC(=O)NCc2ccc(F)cc2)CCCCC1	7	0	-9	1	-7	-6	6	4	0.4	1.9
O=C1CC2(CCCCCC2)Oc2ccccc21	-10	1	0	0	nt	-5	nt	2	0.8	i
CCCn1c(Sc2nc3c(c(=O)[nH]c(=O)n3C)n2CCC)nc2c1c(=O)[nH]c(=O)n2C	-5	1	2	-16	2	-9	8	13	nt	8.3
Cc1cc2cc(CNC(=S)NC3CCCCC3)ccc2[nH]1	-1	1	-4	10	0	12	8	-2	2.0	0.3
COc1ccccc1CCNC(=O)CNC(=O)Cc1cccc2ccccc12	-3	4	14	1	7	-5	-2	18	-4.3	-0.9
O=C1/C(=C/c2ccc(F)cc2)SC(=S)N1NS(=O)(=O)c1ccccc1	0	5	8	2	7	2	-16	-6	2.5	i
